High-throughput results as filed in PubChem BioAssay.
B2AR arrestin ag: qHTS assay of beta-arrestin-biased ligands of beta2-adrenergic receptor: NCGC Sytravon Library Screen; Beta-2 adrenergic receptor (Homo sapiens), P07550; HTLA Tango cells, beta-arrestin recruitment, luciferase luminescence, 18 h; Potency, µM (titrated, usually from 46.1 µM), for the others: at the top dose activation, usual class: activators; 44,000 tested, under 10 active;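 note: potency is the fitted concentration of half-maximal effect; 0% = DMSO and full agonism = EC100 isoproterenol or metaproterenol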
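Tango cell line, 1% FBS DMEM; cpd titration up to 46 microM; 18 hr, 37 degrees C, 5% CO2. Luciferin/ATP substrate mix added, 15 min RT, luminescence. %Activity, CRC fitting, curve-class categorization.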
FH mod: Identification of activators of human fumarate hydratase by quantitative high-throughput screening; AID 1347055, 2019; Potency, µM (series often up to 79.9 µM), for the others: at the highest dose activity change, negative = inhibition, hits mostly inhibitors; FH coupled MDH/diaphorase resazurin fluorescence, 15 min; Fumarate hydratase, mitochondrial (Homo sapiens), P07954; 0.22% of 54,000 active; note: potency is the fitted concentration of half-maximal effect; % is set by controls: 0 for no effect and ±100 for the full control effect; the screen sought activators but most active calls are inhibition curves; nearly all actives have a fitted effect of over 45% in size
Target sequence (P07954 whole entry, looked up): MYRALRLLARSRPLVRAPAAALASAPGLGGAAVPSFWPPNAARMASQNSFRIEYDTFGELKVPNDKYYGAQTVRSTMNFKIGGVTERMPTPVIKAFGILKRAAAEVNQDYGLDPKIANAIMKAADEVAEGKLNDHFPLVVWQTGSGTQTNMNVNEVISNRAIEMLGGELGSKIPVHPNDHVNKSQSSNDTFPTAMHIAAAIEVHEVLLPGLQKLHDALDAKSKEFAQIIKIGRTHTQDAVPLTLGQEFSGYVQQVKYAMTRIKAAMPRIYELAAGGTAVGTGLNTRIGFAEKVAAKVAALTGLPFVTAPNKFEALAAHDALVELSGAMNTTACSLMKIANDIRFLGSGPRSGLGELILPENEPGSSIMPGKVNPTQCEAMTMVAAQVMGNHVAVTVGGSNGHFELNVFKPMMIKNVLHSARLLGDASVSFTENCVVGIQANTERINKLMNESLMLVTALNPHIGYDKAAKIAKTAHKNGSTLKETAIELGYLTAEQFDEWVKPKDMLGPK
TSG101-PTAP inh: qHTS Validation Assay for Inhibitors of HIV-1 Budding by Blocking the Interaction of PTAP/TSG101: Sytravon Library Screen | Tumor susceptibility gene 101 protein (Homo sapiens), Q99816 | Fluorescence polarization, FITC-PTAP peptide/Tsg101, 20 min | Potency, µM (titrated, usually from 115 µM), without a hit: at the highest dose activity change, negative = inhibition, hits mostly inhibitors | 44,000 tested, under 10 active; note: potency is the fitted concentration of half-maximal effect; 0% is about no effect
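Read-out is FITC fluorescence polarization. Compounds were added to Tsg101 binding domain (10 uM final), then FITC-PTAP peptide (50 nM final), 20 min at r.t. Total S+P intensity flags fluorescent compounds.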
GALK inh: qHTS Assay for Inhibitors of Human Galactokinase (GALK): NCGC Sytravon Library Screen; recombinant GALK, Kinase-Glo ATP luminescence, 1 h; Potency, µM (doses to about 57.5 µM), for the others: top-dose activity, negative = inhibition, most hits filed as inhibitors; 44,000 tested, under 10 active;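 note: plate controls were full GALK reaction for no effect and reaction lacking GALK for full effect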
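Human GALK (5 nM) was incubated with 35 uM ATP and 100 uM galactose in 20 mM HEPES pH 8.0 with MgCl2, NaCl, DTT and BSA for 1 h at room temperature. Remaining ATP was measured by Kinase-Glo Plus luminescence.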
p53null 32C kill: qHTS Screen for Compounds that Selectively Target Cancer Cells with p53 Mutations: Cytotoxicity of p53 Null Cells at the Permissive Temperature; AID 903, 2007; 0.62% of 55,000 active; Potency, µM (top dose mostly 46.1 µM), inactives show at the highest dose activity change, negative = cytotoxicity, usual class: cytotoxic; H1299-neo p53 null cells, ATP luminescence, 24 h, 32C;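 note: potency is the fitted concentration of half-maximal effect; 0% = DMSO only and -100% = full killing by 100 µM tamoxifen; nearly all actives have a fitted effect of over 55% in size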
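ATP-content luminescence in p53-null H1299-neo cells after 24 h compound exposure (up to 46 uM) at 32C permissive temperature; 0% and 100% killing set by DMSO and 100 uM tamoxifen; Hill-equation AC50.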
p53null 39C kill: qHTS Screen for Compounds that Selectively Target Cancer Cells with p53 Mutations: Cytotoxicity of p53 Null Cells at the Nonpermissive Temperature | H1299 p53-null (neo) cells, 39C, ATPlite viability, 24 h | Potency, µM (top dose mostly 46.1 µM), for inactives: at the highest dose activity, negative = cell killing, actives largely listed as cytotoxic | 0.97% of 55,000 active;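 note: potency is the fitted concentration of half-maximal effect; 0% = DMSO only and -100% = full killing by 100 µM tamoxifen; nearly all actives have a fitted effect of over 50% in size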
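Following overnight plating at 37C (600 cells/well), H1299-neo or H1299-p53A138V cells are dosed up to 46 uM. Incubation lasts 24 hr at 39C before ATP detection.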
NTMT1 inhibitor: Primary qHTS for Inhibitors of N-terminal methyltransferase 1 (NTMT1): MTaseGlo Assay; NTMT1 MTase-Glo SAH luminescence, purified enzyme; Potency, µM (series often up to 114 µM), inactives show at the top dose activity change, negative = inhibition, most hits filed as inhibitors; 2.5% of 59,000 active;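 note: potency is the fitted concentration of half-maximal effect; plate controls were DMSO vehicle for no effect and no enzyme for full effect; nearly all actives have a fitted effect of over 65% in size; many of its hits are not listed in these tables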
Starred values were filed as active, the others as inactive; [ ] = another dose, or the depositor's remark. Calls come from the whole dose curve; as a rule, active = well fitted curve in the direction sought with a large enough effect; inconclusive = small, poorly fitted or top-dose-only effect, or another doubt; inactive = no such curve, though single readings can be large; an effect the other way counts as inactive or inconclusive.

Screening Cc1ccccc1C(=O)Nc1cccc(-c2nc3cccnc3s2)c1 returned B2AR arrestin ag -2%, FH mod 2%, TSG101-PTAP inh -2%, GALK inh 0%, p53null 32C kill -4%, p53null 39C kill 38%[activator] and NTMT1 inhibitor 19%.
Cc1cccc(NC(c2ccccc2F)c2ccc3ccc(C)nc3c2O)n1 (configuration not stated) was read as B2AR arrestin ag 1%, FH mod 14%, TSG101-PTAP inh -1%, GALK inh -2%, p53null 32C kill 19%, p53null 39C kill 17% and NTMT1 inhibitor 16%.
Screening COc1ccc(CNC(=O)Nc2ccc3c(c2)N(C)C(=O)c2ccccc2S3)cc1OC returned B2AR arrestin ag -1%, FH mod inconclusive, TSG101-PTAP inh 3%, GALK inh 1%, p53null 32C kill -7%, p53null 39C kill -9% and NTMT1 inhibitor -2%.
Cc1ccc(Nc2nc3ccccc3c3nnc(C)n23)c(C)c1 was read as B2AR arrestin ag 1%, FH mod -1%, TSG101-PTAP inh 2%, GALK inh 3%, p53null 32C kill -3%, p53null 39C kill 4% and NTMT1 inhibitor 17%.
`Cc1cccc2nc(-c3ccccn3)c(Nc3ccccc3)n12` gave B2AR arrestin ag inconclusive, FH mod inconclusive, TSG101-PTAP inh -7%, GALK inh 2%, p53null 32C kill 27%, p53null 39C kill inconclusive and NTMT1 inhibitor -1%.
Screening Cc1ccccc1Cc1c(C)nc2c(-c3ccccc3)c(C)[nH]n2c1=O returned B2AR arrestin ag 1%, FH mod 7%, TSG101-PTAP inh -6%, GALK inh 0% and NTMT1 inhibitor 19%.
`Cc1ccc(NC(=O)Cn2c(=O)n(CCC(=O)N3CCc4ccccc4C3)c(=O)c3ccccc32)c(C)c1` gave B2AR arrestin ag 1%, FH mod -12%, TSG101-PTAP inh 2%, GALK inh 0%, p53null 32C kill 9%, p53null 39C kill 5% and NTMT1 inhibitor 0%.
Screening COc1ccc(OCC(=O)Nc2cc(-c3nc4ccccc4s3)ccc2C)cc1 returned B2AR arrestin ag 0%, FH mod -3%, TSG101-PTAP inh -4%, GALK inh 0%, p53null 32C kill -22%, p53null 39C kill -13% and NTMT1 inhibitor -1%.
CCC(Sc1nc2ccccc2c2nc(CCn3cncc3C)nn12)C(=O)Nc1cccc(OC)c1 (configuration not stated) was read as B2AR arrestin ag 5%, FH mod inconclusive, TSG101-PTAP inh 0%, GALK inh 4%, p53null 32C kill inconclusive, p53null 39C kill 1% and NTMT1 inhibitor 0%.
Cc1ccnc(NC(c2cccc(O)c2)c2ccc3ccc(C)nc3c2O)c1 (configuration not stated) was read as B2AR arrestin ag -2%, FH mod 3%, TSG101-PTAP inh -2%, GALK inh 0%, p53null 32C kill -8%, p53null 39C kill -7% and NTMT1 inhibitor 11%.
CCOc1ccc(NC(=O)Cn2cc(C(=O)c3cccs3)c3ccccc32)cc1 was read as B2AR arrestin ag -1%, FH mod -12%, TSG101-PTAP inh -2%, GALK inh 0%, p53null 32C kill 9%, p53null 39C kill 0% and NTMT1 inhibitor inconclusive.

An excerpt taken from the entries so far, as a working copy:
Screening Cc1ccccc1Cc1c(C)nc2c(-c3ccccc3)c(C)[nH]n2c1=O returned B2AR arrestin ag 1%, FH mod 7%, TSG101-PTAP inh -6%, GALK inh 0% and NTMT1 inhibitor 19%.
`Cc1ccc(NC(=O)Cn2c(=O)n(CCC(=O)N3CCc4ccccc4C3)c(=O)c3ccccc32)c(C)c1` gave B2AR arrestin ag 1%, FH mod -12%, TSG101-PTAP inh 2%, GALK inh 0%, p53null 32C kill 9%, p53null 39C kill 5% and NTMT1 inhibitor 0%.
Screening COc1ccc(OCC(=O)Nc2cc(-c3nc4ccccc4s3)ccc2C)cc1 returned B2AR arrestin ag 0%, FH mod -3%, TSG101-PTAP inh -4%, GALK inh 0%, p53null 32C kill -22%, p53null 39C kill -13% and NTMT1 inhibitor -1%.
CCC(Sc1nc2ccccc2c2nc(CCn3cncc3C)nn12)C(=O)Nc1cccc(OC)c1 (configuration not stated) was read as B2AR arrestin ag 5%, FH mod inconclusive, TSG101-PTAP inh 0%, GALK inh 4%, p53null 32C kill inconclusive, p53null 39C kill 1% and NTMT1 inhibitor 0%.
Cc1ccnc(NC(c2cccc(O)c2)c2ccc3ccc(C)nc3c2O)c1 (configuration not stated) was read as B2AR arrestin ag -2%, FH mod 3%, TSG101-PTAP inh -2%, GALK inh 0%, p53null 32C kill -8%, p53null 39C kill -7% and NTMT1 inhibitor 11%.
CCOc1ccc(NC(=O)Cn2cc(C(=O)c3cccs3)c3ccccc32)cc1 was read as B2AR arrestin ag -1%, FH mod -12%, TSG101-PTAP inh -2%, GALK inh 0%, p53null 32C kill 9%, p53null 39C kill 0% and NTMT1 inhibitor inconclusive.

An excerpt; count on the stated rates, not on these rows.
